# Bioassay records: PubChem, several laboratories
# NR1D1 modulator: modulates human Rev-erb alpha binding to DNA; P20393; Rev-erbα–FITC-DNA binding, fluorescence polarization, 90 min; activity, % at 10 µM; actives 0.79% (n = 370,000); AID 1259318;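 active = activity above about 14%, limit read from the data; passing the limit was not always enough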;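 also: 0% = DMSO wells with 35 nM protein and 100% = DMSO wells with 750 nM protein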
# ssDAF-12 act: S. stercoralis DAF-12 activation, primary screen | HEK293 ssDAF-12/GRIP1 lit1-tk-luc reporter, luminescence; % of 3 µM dafachronic acid response | activation, % at 6.8 µM | actives 1% (n = 370,000) | AID 652126;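 active = activation above the mean over all tested compounds plus 3 SD, cut at about 0.9% in these data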;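 also: 0% = DMSO-only wells and 100% = 3 µM delta7-dafachronic acid wells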
# DAX1 inh-1: DAX1 (NR0B1) inhibition, primary screen. inhibition, % at 6.8 µM. actives 1.1% (n = 370,000). AID 652010. HEK293T StAR-luciferase reporter, SF-1/DAX-1 repression relief;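 active = inhibition above the mean over all tested compounds plus 3 SD, cut at about 3.6% in these data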;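 also: 0% = DAX-1 cells with DMSO and 100% = cells lacking DAX-1 with DMSO; higher inhibition means more luminescence from relief of DAX-1 repression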
# hcDAF-12 act: H. contortus DAF-12 activation, primary screen. HEK293 hcDAF-12 lit1-tk-luc reporter, luminescence; 0% DMSO, 100% Δ7-dafachronic acid. activation, % at 6.8 µM. actives 1.4% (n = 370,000);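 active = activation above the mean of all tested compounds plus 3 SD, cut at about 5.5% in these data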;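 also: 100% = response to 3 µM Δ7-dafachronic acid high control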
# SMARCA2 act: increases SMARCA2 function in MMTV reporter cells; MG213 cells, MMTV-luciferase reporter, dexamethasone, overnight; activation, % at 9.1 µM; actives 1% (n = 370,000); AID 652017; in the data active = activation above about 7.8%;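 also: 0% = vehicle wells and 100% = reference activator wells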
# PLCg1 inh: inhibitors of human phospholipase C gamma1. P19174. purified PLC-gamma1, fluorogenic substrate, fluorescence. inhibition, % at 12.2 µM. actives 0.84% (n = 370,000). AID 720700; in the data active = inhibition above about 9.5%
# hgDAF12 agonist: hgDAF-12 agonism, primary luciferase screen | HEK293 GAL4-hgDAF12 UAS-luciferase reporter, agonist luminescence; normalized to butyrate control | actives 1.8% (n = 370,000) | activation, % at 6.8 µM;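 active = activation above a cutoff set at the mean of all screened compounds plus 3 SD, cut at about 10% in these data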;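 also: 0% = DMSO wells and 100% = sodium butyrate wells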
# ADAM17 inh: inhibitors of human ADAM17 | recombinant ADAM17, EDANS/DABCYL FRET peptide cleavage | inhibition, % at 6.95 µM | actives 0.83% (n = 370,000) | AID 720648;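 active = inhibition above the mean of compounds lying between control limits plus 3 SD, set per campaign, cut at about 8.5% in these data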;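 also: 0% = DMSO-only wells as the low control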
# Target sequence (P78536 215-824 limits assumed): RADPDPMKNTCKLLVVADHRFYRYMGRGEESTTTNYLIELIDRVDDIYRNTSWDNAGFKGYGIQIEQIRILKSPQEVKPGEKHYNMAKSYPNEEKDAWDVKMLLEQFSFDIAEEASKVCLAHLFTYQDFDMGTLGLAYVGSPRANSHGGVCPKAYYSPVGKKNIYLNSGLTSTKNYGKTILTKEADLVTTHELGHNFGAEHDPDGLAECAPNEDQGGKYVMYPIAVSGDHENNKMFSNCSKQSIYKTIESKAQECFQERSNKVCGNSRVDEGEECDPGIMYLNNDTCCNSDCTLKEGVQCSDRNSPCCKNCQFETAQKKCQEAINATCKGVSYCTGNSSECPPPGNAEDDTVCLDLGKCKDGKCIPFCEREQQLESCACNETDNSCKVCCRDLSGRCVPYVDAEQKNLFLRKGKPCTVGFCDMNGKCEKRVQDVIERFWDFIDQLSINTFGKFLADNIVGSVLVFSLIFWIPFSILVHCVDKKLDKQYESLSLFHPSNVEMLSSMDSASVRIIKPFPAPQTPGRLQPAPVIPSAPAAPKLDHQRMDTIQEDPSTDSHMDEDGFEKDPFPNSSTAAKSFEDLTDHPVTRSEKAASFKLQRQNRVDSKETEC
# MBD2 DNA inh: blocks human MBD2 binding to methylated DNA | actives 0.31% (n = 370,000) | Q9UBB5 | TR-FRET, MBD2 binding to methylated oligonucleotide | inhibition, % at 4.4 µM | AID 686964; in the data active = inhibition above about 13%
# DAX1 inh-2: inhibits human nuclear receptor DAX1; AID 504766; actives 0.99% (n = 340,000); inhibition, % at 6.75 µM; P51843; HEK293 Gal4-DAX1 luciferase reporter, luminescence;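 active = inhibition above the mean over all tested compounds plus 3 SD, cut at about 4.2% in these data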;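 also: 0% = DAX1-transfected cells with DMSO and 100% = empty-vector control cells with DMSO; inhibition shows as a rise in luminescence from relieved DAX1 repression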
# Target sequence (P51843 207-470 limits assumed): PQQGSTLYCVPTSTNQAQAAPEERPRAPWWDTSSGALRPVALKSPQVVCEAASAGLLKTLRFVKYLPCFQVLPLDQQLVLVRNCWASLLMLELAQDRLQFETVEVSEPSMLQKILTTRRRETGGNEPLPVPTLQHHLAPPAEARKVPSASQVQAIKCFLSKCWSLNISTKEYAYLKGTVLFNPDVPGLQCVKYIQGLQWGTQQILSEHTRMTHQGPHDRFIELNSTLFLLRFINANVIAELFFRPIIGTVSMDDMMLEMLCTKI
# PLC-beta3 inh: inhibitors of human phospholipase C beta3 | Q01970 | Purified PLC-beta3, fluorogenic substrate, fluorescence | inhibition, % at 12.2 µM | actives 0.18% (n = 370,000); in the data active = inhibition above about 11%;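 also: 0% = median of compound wells on plate and 100% = full blocker control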
# * = called active by the depositor; . = no result given. An unsorted share of the library; overall some 7.4% were active at least once.
SMILES,NR1D1 modulator,ssDAF-12 act,DAX1 inh-1,hcDAF-12 act,SMARCA2 act,PLCg1 inh,hgDAF12 agonist,ADAM17 inh,MBD2 DNA inh,DAX1 inh-2,PLC-beta3 inh
CC(C)CC(=O)Nc1nnc(SCC(=O)Nc2ccc(F)cc2)s1,-1,-1.0,0.7,0.0,-3,2,-2.7,0,4,0.6,-39
Cc1ccc(Cn2c(C(C)Nc3nc(-c4ccc(C)cc4)cs3)nc3cc(Cl)c(Cl)cc32)cc1 (stereo unspecified),-28,-0.7,-0.6,-0.2,-1,2,-0.5,-2,-2,3.2,-2
COCCNc1nc(Oc2ccc(Cl)c(Cl)c2)c2sccc2n1,8,-1.1,1.7,0.1,0,4,-2.9,-1,0,.,2
CCOC(=O)c1ccc(NC(=O)CSc2nc3cccnc3n2C)cc1,-2,-1.6,-1.4,-2.5,-7,4,-4.6,8,3,-1.1,9
N#C/C(=C\c1ccc(Cl)cc1)c1n[nH]c(Cn2cncn2)n1,-3,-0.8,-0.2,-2.1,-3,-41,0.3,-11,7,-0.1,-37
CC(OC(=O)C1CCN(c2ccc(C(F)(F)F)cn2)CC1)C(=O)c1ccccc1 (stereo unspecified),3,-1.0,-3.3,-1.4,-1,3,0.8,-1,1,-0.2,-8
CC(=O)OCC(=O)C1(O)CCC2C3CCC4CC(O)CCC4(C)C3C(=O)CC21C (stereo unspecified),2,-1.2,0.0,-0.8,0,4,-0.8,1,-1,.,3
Cc1cc(=O)[nH]c(SCC(=O)Nc2c(C)n(C)n(-c3ccccc3)c2=O)n1,-5,-1.2,0.2,-0.5,1,1,-1.7,1,1,-0.2,-1
COc1ccc(OCC(=O)OCC(=O)Nc2cc(S(=O)(=O)N3CCOCC3)ccc2Cl)cc1,-1,0.5,-0.2,-0.4,3,-3,-0.4,-3,1,1.5,1
CCOc1ccc(C(C)=O)cc1CSc1nnc(-c2ccoc2C)n1N,0,-1.1,-0.1,-0.7,0,1,-0.8,-4,-3,-0.1,-5
CN1CCN(C(=S)Nc2ccc(Oc3ccccc3)cc2)CC1,-3,-0.8,-0.3,-1.1,6,5,0.2,1,1,3.4,2
CNC(=O)c1cc(C(=O)c2c(Cl)cccc2Cl)c[nH]1,0,-1.6,-0.6,-0.4,2,2,2.3,0,2,-0.2,3
CC(C)=CC(=O)N1CCCC(N2CCN(c3ccc(F)cc3)CC2)C1 (stereo unspecified),3,-1.5,-0.3,-0.9,2,0,-2.8,-1,0,-0.2,-4
Cc1cc(F)ccc1-c1cc(C(=O)NCc2cccc(C(F)(F)F)c2)[nH]n1,4,-1.6,0.6,-4.0,-1,-2,2.5,6,3,.,-3
CCC1(C)Cc2c(sc(NC(=O)CCC(=O)O)c2C#N)CO1 (stereo unspecified),3,-1.0,-0.4,-0.3,2,6,0.0,0,2,-0.1,2
COc1cc(C(=O)NCC(=O)N2CCN(S(=O)(=O)c3ccccc3)CC2)cc(OC)c1OC,-6,-0.5,0.3,-1.4,-1,-1,2.8,0,-4,-0.2,2
CCN(CC)S(=O)(=O)c1cccc(C(=O)N/N=C/c2c(C)nn(-c3ccccc3)c2Cl)c1,3,-1.7,0.4,-3.2,-1,1,1.4,-3,3,-0.9,1
CC(Sc1cccc[n+]1[O-])C(=O)Nc1cccc([N+](=O)[O-])c1 (stereo unspecified),6,-1.2,0.3,-0.6,-1,3,-1.2,-5,4,1.0,-3
COc1cc(CCN2C(=O)c3cccc4cccc(c34)C2=O)c(S(=O)(=O)N2CCCCCC2)cc1OC,1,-1.7,-0.6,-0.4,-5,3,-2.0,-3,-6,-0.3,3
CC(C)(C)n1nc2c(c1NC(=O)c1cccc(Cl)c1)CS(=O)(=O)C2,3,-0.8,-0.2,0.0,-2,1,0.2,-3,4,1.0,-7
N#Cc1cccc(NC(=O)CSc2n[nH]c(=O)[nH]c2=O)c1,-1,-1.3,-0.9,0.8,0,0,-0.2,-5,-1,1.7,-6
CCCc1cc(=O)[nH]c(-n2[nH]c3c(c2=O)CCCC3)n1,-8,-0.2,-1.1,2.5,-3,-11,-2.3,-2,-2,1.2,-14
CCN(C(=O)CSc1nnc(NCc2ccccc2)s1)C1CCS(=O)(=O)C1 (stereo unspecified),-7,-0.8,0.5,-0.5,-2,12*,-1.4,7,-4,1.4,6
CC1S/C(=N/N=C/c2cccs2)NC1=O (stereo unspecified),-6,-1.0,0.1,1.9,1,-3,-0.5,3,1,-0.2,-4
O=C(Cn1cnc2c(NCc3ccccc3)ncnc21)NCc1ccccc1,-7,-1.2,-4.4,-0.2,-3,0,-3.2,-1,6,-2.5,-6
Cc1nn(C(C)(C)C)c(OC(=O)c2ccc(Br)o2)c1Sc1ccccc1,-1,-1.3,-0.5,-0.7,-4,1,-1.1,5,1,0.7,5
COc1cccc(C(=O)COc2cccc(NC(=O)c3cccc([N+](=O)[O-])c3)c2)c1,3,-1.9,-2.1,-3.5,0,1,-1.8,1,3,-3.0,0
CCCC(=O)Nc1sc2c(c1C#N)CC(C)(C)NC2(C)C,-1,-1.6,0.3,-2.1,0,4,-0.6,-2,-2,-0.4,1
CCOc1ncccc1C(=O)OCC(=O)Nc1cc(S(=O)(=O)N2CCOCC2)ccc1Cl,0,-0.2,0.0,-1.3,-2,1,1.5,-7,2,-0.6,-3
CSCCC(NC(=O)c1ccco1)C(=O)Nc1ccc(C)c(S(=O)(=O)N2CCOCC2)c1 (stereo unspecified),-2,-1.4,-0.4,-1.2,-1,3,0.2,0,4,-0.7,-4
COc1ccccc1CC(=O)Nc1ccon1,-6,-0.9,0.1,-1.1,-2,-2,-1.6,-2,-3,0.5,-8
COc1ccc(-c2nc3c4ccccc4ccn3c2Cc2ccccc2C(F)(F)F)cc1OC,-6,-0.3,-2.6,2.8,-4,-17,4.0,-20,5,.,-20
Cc1cccc(OCCN2C(=O)C(=O)c3cc(C)ccc32)c1,3,-1.0,-0.2,0.6,-2,0,-0.9,-1,-3,-0.3,-8
COc1cccc(C2/C(=C(/O)c3ccc4c(c3)CC(C)O4)C(=O)C(=O)N2CCCn2ccnc2)c1 (stereo unspecified),-2,-1.1,-0.1,0.3,-2,-1,2.0,1,-2,0.3,-6
COc1ccc(CN(CC2CCCO2)C(=O)c2cc3sccc3n2C)c(OC)c1 (stereo unspecified),5,-0.6,-0.3,-2.6,-2,0,-0.8,-3,1,-1.5,-1
O=C(OCC(=O)N1CCCc2ccccc21)c1cccc(S(=O)(=O)N2CCc3ccccc32)c1,1,-0.2,-0.5,-1.1,3,-3,1.1,3,-3,1.5,-1
Clc1ccc(C2=Nn3c(nnc3-c3cccs3)SC2)cc1,-2,-1.2,-1.1,-1.5,-1,1,-2.6,-3,0,-1.0,-2
Cc1cc(C)nc(Nc2ccc(N3CCCC3)cc2)n1,-2,-1.8,0.1,-1.1,2,-17,1.6,0,-3,3.2,-29
Cc1ccc(S(=O)(=O)NCC(=O)N(CC(=O)NCc2ccc(F)cc2)CC2CCCO2)cc1 (stereo unspecified),1,-1.1,-0.6,-1.5,0,0,0.4,-1,-1,-1.0,-3
CN(C)C=NC(=O)c1[nH]c2ccc(Cl)cc2c1-c1ccccc1,6,-1.5,-0.5,-0.8,-3,-4,-1.4,-7,1,-2.1,-14

# 5 neighbouring records from above, quoted:
SMILES,NR1D1 modulator,ssDAF-12 act,DAX1 inh-1,hcDAF-12 act,SMARCA2 act,PLCg1 inh,hgDAF12 agonist,ADAM17 inh,MBD2 DNA inh,DAX1 inh-2,PLC-beta3 inh
CC(C)CC(=O)Nc1nnc(SCC(=O)Nc2ccc(F)cc2)s1,-1,-1.0,0.7,0.0,-3,2,-2.7,0,4,0.6,-39
Cc1ccc(Cn2c(C(C)Nc3nc(-c4ccc(C)cc4)cs3)nc3cc(Cl)c(Cl)cc32)cc1 (stereo unspecified),-28,-0.7,-0.6,-0.2,-1,2,-0.5,-2,-2,3.2,-2
COCCNc1nc(Oc2ccc(Cl)c(Cl)c2)c2sccc2n1,8,-1.1,1.7,0.1,0,4,-2.9,-1,0,.,2
CCOC(=O)c1ccc(NC(=O)CSc2nc3cccnc3n2C)cc1,-2,-1.6,-1.4,-2.5,-7,4,-4.6,8,3,-1.1,9
N#C/C(=C\c1ccc(Cl)cc1)c1n[nH]c(Cn2cncn2)n1,-3,-0.8,-0.2,-2.1,-3,-41,0.3,-11,7,-0.1,-37

# The results go on:
SMILES,NR1D1 modulator,ssDAF-12 act,DAX1 inh-1,hcDAF-12 act,SMARCA2 act,PLCg1 inh,hgDAF12 agonist,ADAM17 inh,MBD2 DNA inh,DAX1 inh-2,PLC-beta3 inh
COc1ccccc1C1OC2=C(Nc3ccc([N+](=O)[O-])cc3N2)C1=O (stereo unspecified),-1,-2.1,-0.5,-2.6,0,5,-4.6,2,-3,-1.4,-6
Cc1ccccc1NS(=O)(=O)c1cc(C(=O)N2CCc3ccccc3C2)ccc1C,1,-1.1,-0.6,-3.3,-4,0,-2.5,2,-8,0.3,-1
CCc1nn(C)c(N)c1C,-3,-0.8,0.3,0.4,-2,0,2.9,0,-2,1.5,-2
O=[N+]([O-])c1ccccc1OCCNCc1ccccc1,-9,-2.1,0.3,0.0,-1,3,0.5,1,-8,1.4,-2
O=C(NCc1ccccc1)C(c1ccccc1)n1c(-c2ccccn2)nc2ccccc21 (stereo unspecified),5,-0.6,-1.3,0.4,-3,2,-3.0,-7,7,.,-12
COC(=O)C1=C(C)NC(C)=C(C(=O)OC)C1c1cc2ccc(C)cc2[nH]c1=O,2,-0.8,-0.1,3.0,-2,-69,-0.7,-34,-8,-0.5,-91
Nc1nnn(CC(=O)N/N=C/c2ccco2)n1,-4,-1.6,-0.2,0.0,2,2,0.7,-1,-4,1.4,-7
COCCCNC(=O)C[C@@H]1C[C@@]2(C(=O)OC)CCCCC=C2N(Cc2cccc3ccccc23)C1=O,-7,-1.5,-0.6,1.5,-2,2,1.4,-4,-6,.,3
CCOC(=O)c1ccc(NC(=O)CSc2nnc(C)n2-c2ccccc2)cc1,0,-0.5,-1.9,0.0,1,1,-1.0,0,-2,0.2,3
CC(C)C1=CC2C3C(C(C(C)C)=CC(=O)[C@@]3(C)O)C1C(=O)C2(C)O (stereo partly specified),-4,-1.1,0.7,-0.5,-3,0,-1.6,-4,-4,.,0
CC(C)NC(=O)CCn1nnc(-c2cccs2)n1,7,-1.2,0.0,-3.6,2,1,0.0,2,-6,.,1
COc1ccc(NC(=O)NCCN2CCN(c3cc(OC)ccc3OC)CC2)cc1,-1,-1.4,0.1,-2.2,-1,1,-0.2,-2,0,-1.9,-2
